# Screens (PubChem BioAssay)
# MrgX1 ag: agonists of human MrgX1 receptor; B-score at 10 µM; 310,000 compounds, 0.44% hits; MrgX1-HEK293 cells, Fluo-4 calcium fluorescence, agonist mode; active compounds read high; Q96LB2;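 active = calcium response B-score plate-corrected fluorescence ratio at least 3 library SD, with starting fluorescence B-score inside 5 SD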
# Target sequence (Q96LB2 whole entry, looked up): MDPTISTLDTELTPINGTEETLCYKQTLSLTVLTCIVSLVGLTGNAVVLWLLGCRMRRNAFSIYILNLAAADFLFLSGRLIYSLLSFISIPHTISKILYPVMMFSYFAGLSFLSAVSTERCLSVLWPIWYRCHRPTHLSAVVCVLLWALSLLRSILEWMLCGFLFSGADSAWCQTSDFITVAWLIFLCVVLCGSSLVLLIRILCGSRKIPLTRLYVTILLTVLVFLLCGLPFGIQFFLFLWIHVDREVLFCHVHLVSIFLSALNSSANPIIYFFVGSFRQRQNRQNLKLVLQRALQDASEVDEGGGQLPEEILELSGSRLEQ
#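 Material – MrgX1-expressing HEK293 cells · Input – 15,000 cells seeded per well · Dosing – compound as first of three additions · Times – overnight seeding, then 1 h dark dye loading · Measured by – kinetic Fluo-4 NW fluorescence of intracellular calcium · Read-out – B-scored fluorescence response ratio · Benchmarks – positive and negative control wells on each plate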
# RGS4 inh: human RGS4 inhibition. P49798. HEK293 M3R/RGS4 inducible, Fluo-4 calcium flux; active compounds read high; triggered by carbachol at its EC20. B-score at 10 µM. 310,000 compounds, 0.45% hits. AID 463165;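 active = B-score, a plate-corrected calcium signal, over three deviations above library mean, with baseline fluorescence within five deviations of library mean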;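 note: RGS4 expression induced by doxycycline in cells with stable M3 receptor; B-score is computed from the integrated fluorescence ratio over baseline after carbachol; higher B-score means a larger calcium signal and so more RGS4 inhibition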
# Target sequence (P49798 whole entry, looked up): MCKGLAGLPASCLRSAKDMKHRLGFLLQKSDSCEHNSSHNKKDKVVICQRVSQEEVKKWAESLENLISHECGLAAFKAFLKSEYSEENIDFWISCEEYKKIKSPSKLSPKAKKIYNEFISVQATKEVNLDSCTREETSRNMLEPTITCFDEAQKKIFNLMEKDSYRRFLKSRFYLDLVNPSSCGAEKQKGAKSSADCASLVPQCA
# ANO1 block: inhibitors of mouse TMEM16A calcium-activated chloride channel; 310,000 compounds, 1.2% hits; Q8BHY3; HEK293 TMEM16A/YFP iodide influx fluorescence, ionomycin; normalized B-score (activity score, 25-100; higher = stronger inhibition) at 10 µM; AID 588511;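 active = ratio plate-corrected score three or more library SD toward inhibition, starting fluorescence score within five deviations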;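 note: score derived from kinetic fluorescence span divided by baseline fluorescence per well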
# TRPC6 inhibitor: mouse TRPC6 channel inhibition | B-score at 10 µM | HEK293-TRPC6, membrane potential dye, ACh-evoked depolarization; active compounds read low | 310,000 compounds, 1.1% hits;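 active = B-score under library mean minus 3 SD, initial fluorescence not abnormally high, positive integrated signal ratio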;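 note: B-score derived from integrated fluorescence ratio over the kinetic read; more negative B-score means stronger inhibition of depolarization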
# ANO1 activ: activators or potentiators of mouse TMEM16A chloride channel; HEK293 TMEM16A/YFP-H148Q/I152L, iodide quench fluorescence; active compounds read low; 340,000 compounds, 0.3% hits; B-score at 10 µM; Q8BHY3;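 active = fluorescence-ratio B-score plate-corrected deviation score at least 3 library SD below zero, with starting fluorescence score within 5 deviations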;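 note: channel opened by trigger with iodide after compound preincubation; score built on the fluorescence ratio of max minus min over baseline; more negative score means more quench and so TMEM16A activation or potentiation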
# MrgX1 antagonist: human MrgX1 receptor antagonism, primary screen | Q96LB2 | MRGX1-HEK293 calcium flux, Fluo-4, BAM8-22 antagonism; active compounds read low | B-score at 10 µM | 310,000 compounds, 1.3% hits | AID 588676;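 active = calcium-response B-score plate-corrected more than 3 library SD below zero, starting fluorescence within 5 deviations, no agonist response on first addition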;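 note: peak minus trough fluorescence over baseline after final BAM8-22 challenge near maximal dose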
# TRPC6 act: activators of mouse TRPC6 channel. Q61143. HEK293-TRPC6 membrane potential dye fluorescence; active compounds read high. B-score at 10 µM. 310,000 compounds, 0.13% hits;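 active = B-score of the integrated fluorescence ratio above library mean plus 3 SD, and starting fluorescence ratio within library mean plus 5 SD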;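 note: higher score means more depolarization so channel activation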
# SKKanGAS inh: inhibitors of SKKanGAS S. pyogenes growth in kanamycin (SK-promoter or general growth effect). BacTiter-Glo, 6 h. inhibition, % at 7.5 µM. 300,000 compounds, 1.3% hits;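 active = mean replicate score, as percent of positive control median, at least 50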;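 note: strain carries kanamycin resistance gene driven by streptokinase promoter and grows in 40 µg/ml kanamycin; loss of luminescence reflects streptokinase promoter inhibition or plain growth inhibition; 0% = median of DMSO wells and 100% = positive control at its reference dose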
# HDAC3 inhib: blocks human histone deacetylase 3; AID 2718; 320,000 compounds, 0.15% hits; recombinant HDAC3, fluorogenic peptide/trypsin coupled, fluorescence; O15379; inhibition, % at 8.3 µM; in the data active = inhibition above about 26%, passing the limit was not always enough
# Target sequence (O15379 whole entry, looked up): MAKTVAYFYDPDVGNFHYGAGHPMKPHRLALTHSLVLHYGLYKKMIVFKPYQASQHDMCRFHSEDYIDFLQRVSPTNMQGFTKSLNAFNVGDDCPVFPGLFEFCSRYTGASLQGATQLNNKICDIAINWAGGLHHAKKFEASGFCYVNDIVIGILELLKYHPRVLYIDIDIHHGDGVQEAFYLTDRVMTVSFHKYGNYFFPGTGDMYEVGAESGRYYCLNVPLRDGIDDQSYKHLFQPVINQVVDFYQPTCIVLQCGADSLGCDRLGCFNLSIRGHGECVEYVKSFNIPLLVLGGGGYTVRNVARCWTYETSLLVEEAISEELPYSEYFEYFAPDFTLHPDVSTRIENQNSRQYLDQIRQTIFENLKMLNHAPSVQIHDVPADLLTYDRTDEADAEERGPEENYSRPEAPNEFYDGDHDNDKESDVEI
# MrgX1 allo act: allosterically activates human MrgX1 receptor signaling | B-score at 10 µM | MrgX1-HEK293, Fluo-4 calcium flux, FDSS; active compounds read high | Q96LB2 | 310,000 compounds, 0.63% hits;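 active = plate-corrected calcium response at least 3 library SD above typical, normal starting fluorescence, not activating the receptor alone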;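 note: compound read alongside a low EC10 to EC30 dose of BAM8-22 agonist; peak minus trough fluorescence over baseline measured at the second addition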
# RGS4 act: potentiators or activators of RGS4; HEK293 M3R/inducible RGS4, carbachol calcium flux Fluo4; active compounds read low; B-score at 10 µM; 310,000 compounds, 0.92% hits;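 active = B-score of the integrated calcium signal more than 4 SD below the library mean, with starting fluorescence not abnormally high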;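 note: negative B-score means reduced calcium response which marks RGS4 activation or potentiation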
#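 Material: M3R-expressing HEK293 line, RGS4 induced by doxycycline | Schedule: Overnight RGS4 induction, 30 min dye load 37 °C, 20 min compound RT | Measured by: Fluo4 fluorescence kinetic imaging of calcium | Read-out: Integrated calcium ratio converted to B score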
# * marks the source's active call; other numbers are inactive results; i = inactive; nt = not tested or not shown.
SMILES,TRPC6 inhibitor,MrgX1 allo act,RGS4 inh,ANO1 block,SKKanGAS inh,TRPC6 act,HDAC3 inhib,ANO1 activ,MrgX1 ag,RGS4 act,MrgX1 antagonist
CCOC(=O)c1c(NC(=S)NCCc2ccccc2)sc2c1CC(C(C)C)OC2 (stereo unspecified),i,i,i,i,101*,i,6,i,i,i,i
CC1(C)CC(NC(=O)c2cccc(F)c2)CC(C)(C)N1,i,i,i,i,0,i,1,i,i,i,i
Cc1ccc(C(=O)NCC(=O)OCC(=O)NCCc2ccccc2)s1,i,i,i,i,-6,i,4,i,i,i,i
O=C1c2ccccc2S(=O)(=O)c2cc(N3CCN(c4ccccc4)CC3)ccc21,i,i,i,i,8,i,-1,nt,i,i,i
O=C(O)c1ccc(NS(=O)(=O)/C=C/c2ccccc2)cc1,i,i,i,i,-11,i,-6,i,i,i,i
CCCn1nnnc1NC(=O)COc1ccc(Br)cc1,i,i,i,i,-6,i,4,i,i,i,i
O=C(Nc1cccc(S(=O)(=O)N2CCCCC2)c1)c1ccccn1,i,i,i,i,8,i,0,i,i,i,i
O=C(CC1Nc2cccc3cccc(c23)NC1=O)Nc1ccccc1 (stereo unspecified),i,i,i,i,2,i,2,i,i,i,i
COc1ccc(Cn2nnnc2CN2CCc3ccccc32)cc1,i,i,i,i,1,i,3,i,i,i,i
CCCc1nc2oc3c(=O)[nH]cnc3c2c2c1CCCC2,i,i,i,i,5,i,2,i,i,i,i
O=C(CSc1ccc(Br)cc1)Nc1ccccc1N1CCOCC1,i,i,i,i,0,i,nt,i,i,i,i
COC(=O)C1=CN(c2cccc(Cl)c2)C=C(C(=O)OC)C1c1cccc(OC)c1,i,i,i,i,26,i,-14,i,i,i,i
CC(C)c1ccc(NC(=O)C(c2ccc3c(c2)OCO3)N2CCC3(CC2)OCCO3)cc1 (stereo unspecified),i,i,i,i,2,i,-1,i,i,i,i
NC(N)=NS(=O)(=O)c1ccc(N)cc1,i,i,i,i,-2,i,-4,i,i,i,i
O=C(c1cccs1)N1CCN(C/C=C/c2ccccc2)CC1,i,i,i,i,-4,i,1,i,i,i,i
O=S1(=O)CCN2C(c3ccco3)=CSC2=N1,i,i,i,i,-22,i,0,i,i,i,i
Cn1c(SCC(=O)Nc2ccc3c(c2)OCCO3)nnc1-c1ccncc1,i,i,i,i,-1,i,8,i,i,i,i
COC(=O)c1ccccc1NC(=O)CC(=O)Nc1ccccc1C(=O)OC,i,i,i,i,-2,i,-3,i,i,i,i
O=C(O)CCCCCCNC(=O)c1cncc(O)c1,i,i,i,i,3,i,-3,i,i,i,i
c1ccc2oc(SCc3nc4ccccc4s3)nc2c1,i,i,i,i,14,i,1,i,i,i,i
Cc1ccc(SCC(=O)NCCCN2CCOCC2)cc1,i,i,i,i,5,i,0,i,i,i,i
COc1cccc(OC)c1OCCCOc1c(OC)cccc1OC,i,i,i,i,7,i,-10,i,i,i,i
CCOc1ccc(NC(=O)CN(C)C(=O)CCc2ccccc2Cl)cc1OCC,i,i,i,i,18,i,10,i,i,i,i
CC(=N[C@@H]1CCCC[C@H]1N=C(C)c1ccccc1O)c1ccccc1O,i,i,i,i,16,i,-5,i,i,i,i
COc1ccc(N2CC(C(=O)NCCc3ccc(Cl)cc3)CC2=O)c(OC)c1 (stereo unspecified),i,i,i,i,8,i,nt,i,i,i,i
O=C(NC1CCCc2ccccc21)c1ccc(F)cc1F (stereo unspecified),i,i,i,i,7,i,4,i,i,i,i
CCc1nc2ccc(C(=O)NCCc3ccc(OC)c(OC)c3)cc2nc1CC,i,i,i,i,-3,i,0,i,i,i,i
CCNC(=S)N1CCN(c2ncccn2)CC1,i,i,i,i,15,i,2,i,i,i,i
O=C(CN1CCOCC1)Nc1ncc(Cc2ccccc2Cl)s1,i,i,i,i,21,i,6,i,i,i,i
CC1CN(C2=Nc3cccc4cccc2c34)CC(C)O1 (stereo unspecified),-7.3*,i,i,i,1,i,-4,i,i,i,i
Cc1ccc(C(=O)Nc2ccc(-c3csc(C)n3)cc2)cc1,i,i,i,i,-5,i,-2,i,i,i,i
O=C(Nc1ccc(F)cc1F)c1ccc(S(=O)(=O)N2CCCCC2)cc1,i,i,i,i,-2,i,-4,i,i,i,i
CC(C)(C)NCc1cccn1-c1sc2c(c1C#N)CCCC2,i,i,i,i,0,i,1,i,i,i,i
CC(C)(C)C(=O)COC(=O)C1=NN(c2ccccc2)C(=O)CC1,i,i,i,i,-1,i,-4,i,i,i,i
Cc1nnc2c(N(C)S(=O)(=O)c3ccccc3)nc3ccccc3n12,i,i,i,i,-2,i,-11,i,i,i,i
CCOc1ccc(Cc2onc3c2C(=O)CCC3)cc1OCC,i,i,i,i,0,i,3,i,i,i,i
Fc1ccc(N2CCN(Cc3cn[nH]c3-c3ccccc3)CC2)cc1,i,i,i,i,52*,i,5,i,i,i,i
N#CC1(c2ccccc2)CCCN1C(=O)c1ccccc1Cl (stereo unspecified),i,i,i,i,-1,i,-8,i,i,i,i
Cn1nnc(NC(=O)CSc2ccc(Cl)cc2)n1,i,i,i,i,9,i,-1,i,i,i,i
CC(=O)Nc1ccc(S(=O)(=O)NNC(=O)c2ccc(C)cc2)cc1,i,i,i,i,5,i,-5,i,i,i,i
COc1cc(C(=O)NC2CC3CCCC(C2)N3Cc2ccccc2)cc(OC)c1OC (stereo unspecified),i,i,i,i,2,i,-6,i,i,i,i
COc1ccc(C(=O)c2ccc(Cl)cc2)cc1,i,i,i,i,6,i,0,i,i,i,i
Cc1ccc2c(c1)c1nnc(SCC(=O)NC3CC3)nc1n2C,i,i,i,i,8,i,5,i,i,i,i
COc1ccc(C2CC(c3c(-c4ccccc4)c4cc(Cl)ccc4[nH]c3=O)=NN2C(=O)CCC(=O)O)cc1 (stereo unspecified),i,i,i,i,4,i,-2,i,i,i,i
COc1cccc(-c2nc(CC(=O)O)cs2)c1OC,i,i,i,i,4,i,-2,i,i,i,i
CCSc1nc2ccccc2n1CC(N)=O,i,i,i,i,-4,i,5,i,i,i,i
COc1ccc(Br)cc1S(=O)(=O)NNC(=O)c1c(C)nc2ccccn12,i,i,i,i,0,i,-2,i,i,i,i
CC(CN(C)Cc1ccccc1)OC(=O)c1ccccc1F (stereo unspecified),i,i,i,i,4,i,3,i,i,i,i
CCCCN(C)C(=O)C1CCN(Cc2ccccn2)CC1,nt,i,nt,i,nt,nt,12,i,i,nt,i
CCS(=O)(=O)N1CCN=C1SC(C)c1ccccc1 (stereo unspecified),i,i,i,i,-1,i,-6,i,i,i,i
Cc1ccc(-c2nnc(N(C)C(=O)c3cccnc3)s2)cc1,i,i,i,i,-3,i,1,i,i,i,i
CCn1c(SCC(=O)Nc2sc(C)c(C)c2C#N)nnc1C(C)C,i,i,i,i,10,i,3,i,i,i,i
COc1ccc2c(C)cc(SCC#N)nc2c1,i,i,i,i,-11,i,5,i,i,i,i
O=c1[nH]nc(Cc2ccc(-c3cccc(Cl)c3)o2)c2ccccc12,i,i,i,i,2,i,1,i,i,i,i
CCOC(=O)N1CCN(C(=O)C2CCC(=O)N(Cc3cccc(C(F)(F)F)c3)C2)CC1 (stereo unspecified),i,i,i,i,-1,i,nt,i,i,i,i
Cc1ccc(NC(=O)CN(C)C(=O)c2ccccc2OCc2c(C)noc2C)cc1,i,i,i,i,-10,i,-2,i,i,i,i
COc1cc2c(cc1OC)[C@@H](Cc1ccc(OCCC#N)cc1)N(C)CC2,i,i,i,i,-6,i,-6,i,i,i,i
N#C/C(=C\c1ccccc1O)C(=O)Nc1ccccn1,i,i,i,i,2,i,1,i,i,i,i
Cc1cc(C)c(S(C)(=O)=O)c(Oc2ccccc2C)n1,i,i,i,i,1,i,-9,i,i,i,i
CCOC(=O)C1CCCN(CCSc2ccc(C)cc2)C1 (stereo unspecified),i,i,i,i,-4,i,0,i,i,i,i

# The list continues.
SMILES,TRPC6 inhibitor,MrgX1 allo act,RGS4 inh,ANO1 block,SKKanGAS inh,TRPC6 act,HDAC3 inhib,ANO1 activ,MrgX1 ag,RGS4 act,MrgX1 antagonist
CSc1ccc(C(=O)C2CCCN(S(=O)(=O)c3c(C)noc3C)C2)cc1 (stereo unspecified),i,i,i,i,-5,i,nt,i,i,i,i
O=C(CN1CCCCCC1)Nc1ccc(F)c(F)c1F,i,i,i,i,4,i,1,i,i,i,i
C=CCSc1nnc(NC(=O)c2nc(SCC)ncc2Cl)s1,i,i,i,i,12,i,8,i,i,i,i
COC(=O)c1ccc(Oc2ccc(S(=O)(=O)N3CCCCC3)cc2N)cc1,i,i,i,i,0,i,2,i,i,i,-4.9*
Cn1cnc2c(=O)sc3ccccc3c21,i,i,i,i,-4,i,2,i,i,i,i
N#C/C(=N\Nc1ccccc1Cl)C(=O)c1ccccc1,i,i,i,100*,13,i,10,i,i,i,i
Fc1ccc(CNn2cnnc2SCc2ccc(F)cc2)cc1,i,i,i,i,-1,i,8,i,i,i,i
O=C(O)c1cc(-c2cccnc2)nc2ccc(Br)cc12,i,i,i,i,9,i,1,i,i,i,i
COc1ccccc1NC=C1C(=O)OC2(CCCCC2)OC1=O,i,i,i,i,-6,i,2,i,i,i,i
COc1ccccc1Nc1nc(-c2cccnc2)cs1,i,i,i,i,-5,i,4,i,i,i,i
CC(C)(C)C1CCC(=NNC(=O)C(=O)NCc2ccco2)CC1 (stereo unspecified),i,i,i,i,1,i,-3,i,i,i,i
Cc1cc(C)nc(SCC(=O)NNC(=O)c2ccccc2C)n1,i,i,i,i,1,i,6,i,i,i,i
COc1ccccc1-c1cc(C(F)(F)F)nc(S(C)(=O)=O)n1,i,i,i,i,-7,i,10,i,i,i,i
Cc1ccc(NC(=O)c2ccc(=O)[nH]n2)cc1C,i,i,i,i,-3,i,2,i,i,i,i
O=C(COC(=O)c1ccccn1)NCc1ccccc1Cl,i,i,i,i,6,i,0,i,i,i,i
N#CCC(=O)NC(=O)NCC1CC1,i,i,i,i,2,i,6,i,i,i,i
